Screens: PubChem BioAssay, Sanford-Burnham Center for Chemical Genomics
SENP6 inh = SENP6 protease inhibitors, primary screen, biochemical, luminescence, uHTS | Sentrin-specific protease 6 (Homo sapiens), Q9GZR1 | Recombinant SENP6 catalytic domain, aminoluciferin luminescence | actives 1.8% (n = 330,000) | inhibition, % at 10 µM;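 active means inhibition above about 50% at the single tested dose, limit read from the data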;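 further: plate controls were DMSO wells with enzyme for no effect and DMSO wells lacking enzyme for full effect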
Target sequence (Q9GZR1 628-1112 limits assumed): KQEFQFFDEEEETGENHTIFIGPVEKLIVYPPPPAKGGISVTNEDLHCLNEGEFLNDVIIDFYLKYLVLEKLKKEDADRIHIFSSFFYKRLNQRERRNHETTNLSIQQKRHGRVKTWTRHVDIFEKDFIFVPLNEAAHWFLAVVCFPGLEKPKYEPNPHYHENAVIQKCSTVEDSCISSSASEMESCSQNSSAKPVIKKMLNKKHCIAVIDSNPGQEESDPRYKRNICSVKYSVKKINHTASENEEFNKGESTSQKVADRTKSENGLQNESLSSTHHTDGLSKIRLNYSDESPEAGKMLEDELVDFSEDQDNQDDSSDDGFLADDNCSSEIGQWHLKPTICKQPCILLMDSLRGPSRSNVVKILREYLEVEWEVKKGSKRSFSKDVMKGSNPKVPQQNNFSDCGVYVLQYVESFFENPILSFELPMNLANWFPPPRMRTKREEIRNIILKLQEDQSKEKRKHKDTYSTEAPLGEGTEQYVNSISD
hIAP activ = human IAP activators, primary screen, biochemical, luminescence, uHTS; purified human IAP, CDP-Star luminescence, 30 min; stronger effect = higher value; 1 = vehicle-only enzyme, 0 = enzyme-free background; activation factor at 10 µM; actives 0.16% (n = 330,000); AID 2524, 2010;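 active means activation factor of the enzyme at least 2-fold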; further: the source names both 10 and 20 µM as test concentration; values of inactives mirror those of a sister screen read the other way
PfGluPho inh = PfG6PD enzyme inhibitors, primary screen, biochemical, fluorescence intensity, uHTS. inhibition, % at 20 µM. PfGluPho enzyme, NADPH resazurin-diaphorase fluorescence. AID 504690, 2011. actives 0.78% (n = 350,000);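 active means inhibition reaching at least a set limit at 20 µM in the primary screen, cut at about 59% in these data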;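 further: 0% = DMSO wells with substrate and 100% = DMSO wells lacking glucose-6-phosphate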
SENP8 block = human SENP8 protease inhibitors, primary screen, biochemical, fluorescence, Nedd8 protein substrate, uHTS | Sentrin-specific protease 8 (Homo sapiens), Q96LD8 | recombinant SENP8 | inhibition, % at 20 µM | actives 0.64% (n = 360,000) | AID 602440, 2012; in the data active means inhibition mostly above about 40%, no sharp cut-off; inactive means mostly below about 27%
Target sequence (Q96LD8 whole entry, looked up): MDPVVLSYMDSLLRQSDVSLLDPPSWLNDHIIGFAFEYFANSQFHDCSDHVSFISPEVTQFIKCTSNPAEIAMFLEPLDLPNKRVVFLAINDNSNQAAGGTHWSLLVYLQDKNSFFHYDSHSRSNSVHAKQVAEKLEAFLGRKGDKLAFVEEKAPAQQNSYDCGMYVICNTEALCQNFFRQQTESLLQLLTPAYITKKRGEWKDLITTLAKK
GRIN3A LBD mod = binders of NR3A ligand-binding domain, primary screen, biophysical, differential scanning fluorimetry, uHTS | Glutamate receptor ionotropic, NMDA 3A (GRIN3A) ligand-binding domain | NR3A LBD differential scanning fluorimetry, Tm shift; 0% = protein alone, 100% = glycine-bound protein | Tm shift relative to glycine control, % at 25 µM | actives 2.5% (n = 340,000) | AID 1259313, 2017;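 active means melting temperature shift of at least 10% of the positive control shift, at one fixed dose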
MPTP block = mitochondrial permeability transition pore inhibitors, primary screen, biochemical, isolated mouse mitochondria, absorbance; Ca2+ swelling absorbance, 30 min; inhibition, % at 10 µM; actives 1.4% (n = 360,000);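 active means inhibition of 50% or more, scaled per plate between neutral and stimulator controls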;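 further: 0% = DMSO wells given calcium and 100% = 1 mM EGTA wells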
SENP1 FRET inh = human SENP1 catalytic domain inhibitors, primary screen, biochemical, FRET, uHTS; inhibition, % at 10 µM; recombinant SENP1 catalytic domain, CyPet-SUMO1-YPet FRET cleavage; Sentrin-specific protease 1 (Homo sapiens), Q9P0U3; actives 0.21% (n = 360,000);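 active means inhibition at least 30% at 10 µM, raw YFP signal under a set limit, fluorescence ratio 0.5 to 1.5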;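 further: 0% = enzyme with DMSO and 100% = no enzyme wells; some results filed as inactive read as strong as hits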
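Assay system: hSENP1 catalytic domain, recombinant. Amount: SENP1 enzyme, 20 pM final. Schedule: 50 min reaction, RT, dark. Technique: FRET, CFP and YFP emission. Control set: no-enzyme wells low, DMSO-plus-enzyme wells high control.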
ATG4B inh = ATG4B protease inhibitors, primary screen, biochemical, fluorescence, uHTS; inhibition, % at 8.33 µM; ATG4B cleavage of LC3-PLA2, NBD-HPC fluorescence, 1 h; Cysteine protease ATG4B (Homo sapiens), Q9Y4P1; actives 0.51% (n = 340,000); in the data active means inhibition above about 40%
Target sequence (Q9Y4P1 whole entry, looked up): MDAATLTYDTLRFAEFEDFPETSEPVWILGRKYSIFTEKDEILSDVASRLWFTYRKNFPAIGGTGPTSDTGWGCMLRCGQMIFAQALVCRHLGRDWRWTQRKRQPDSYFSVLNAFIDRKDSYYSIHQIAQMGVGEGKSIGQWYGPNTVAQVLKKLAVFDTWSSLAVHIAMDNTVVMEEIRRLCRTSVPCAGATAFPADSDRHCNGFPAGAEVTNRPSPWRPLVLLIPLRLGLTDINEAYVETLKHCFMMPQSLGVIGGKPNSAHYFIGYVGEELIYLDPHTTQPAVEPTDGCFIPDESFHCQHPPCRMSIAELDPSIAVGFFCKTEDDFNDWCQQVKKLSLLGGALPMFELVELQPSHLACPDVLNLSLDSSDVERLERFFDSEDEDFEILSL
Numbers without * were called inactive; · = no result given.

SMILES,ATG4B inh,GRIN3A LBD mod,SENP8 block,SENP1 FRET inh,hIAP activ,PfGluPho inh,SENP6 inh,MPTP block
Cc1sc2nc(SCC(=O)NCc3ccco3)n(CCc3ccccc3)c(=O)c2c1C,17,-6,20,3,0.84,-11,-17,0.6
C=CCNC(=O)c1onc(CSc2ccc(F)c(F)c2)c1C(=O)NCC=C,1,1,6,2,0.83,32,-17,-1.0
CCC(C(=O)N1CCOCC1)n1nc(C)c2sc3ccccc3c2c1=O (configuration not stated),10,-1,7,-1,0.83,9,-8,-1.2
COC(=O)C1CN(C(=O)C(C)Oc2ccccc2F)c2ccccc2O1 (configuration not stated),-7,2,17,0,1.1,-5,-11,0.0
O=C(Nc1ccc2nc3n(c(=O)c2c1)CCCC3)c1cccc([N+](=O)[O-])c1,-14,0,4,0,0.89,4,34,0.9
Cc1ccc(Cl)cc1Nc1nc(-c2sc(NC(=O)C(C)(C)C)nc2C)cs1,-5,-4,-67,-9,1,1,5,-0.7
Cc1ccc(NCc2nnc(SCC(=O)Nc3ncc(C)s3)n2CC2CCCO2)c(C)c1 (configuration not stated),-13,0,5,0,1.1,-2,-16,1.3
O=C(Nc1cccs1)Nc1ccc(Br)cc1F,-2,21*,4,0,1,33,64*,82*

New compounds follow.
SMILES,ATG4B inh,GRIN3A LBD mod,SENP8 block,SENP1 FRET inh,hIAP activ,PfGluPho inh,SENP6 inh,MPTP block
C#CC1CN(Cc2ccccc2)CC(C#C)N1C (configuration not stated),-4,-2,-4,-1,1.1,-1,5,0.0
CCC(C)NS(=O)(=O)c1ccc(F)c(C(=O)Nc2c(F)cc(F)cc2Br)c1 (configuration not stated),-7,0,7,0,0.9,17,-11,0.3
CCCCC#Cc1ccc2c(c1)COc1c3ccccc3nn1-2,1,2,-2,-3,0.85,5,85*,9.7
O=C(OCC(=O)c1ccccc1Cl)c1cnccn1,-8,2,4,0,0.95,-6,-12,-1.0
COc1ccccc1N1CCN(Cc2nnnn2CCc2ccccc2)CC1,-13,2,8,2,1,7,-10,-1.4
COc1ccc(OCC(=O)Nc2ccc(NC(=O)c3ccco3)cc2)cc1,-7,6,13,3,0.86,14,1,0.4
Cc1ccccc1NC(=O)CSc1nc(N)c(C#N)cc1C#N,-5,-2,-80,-27,0.81,-27,-8,-1.7
Cc1c(NC(=O)COC(=O)c2cc(-c3cccc4ccccc34)nc3ccccc23)c(=O)n(-c2ccccc2)n1C,-14,-3,-437,12,0.98,11,-22,-0.3

(continued)
SMILES,ATG4B inh,GRIN3A LBD mod,SENP8 block,SENP1 FRET inh,hIAP activ,PfGluPho inh,SENP6 inh,MPTP block
C/C(=N\NC(=O)CSCc1ccc([N+](=O)[O-])cc1)c1ccccc1O,-5,7,16,1,0.99,-55,12,6.2
CCCc1nc2c(=O)n(C)c(=O)[nH]c2n1CCC,9,14*,-4,-6,1.1,10,-19,2.7
CC[C@H]1C(Nc2ccccc2)C[C@@H]2CCN3C(=O)CC[C@H]1[C@H]23 (some centres not stated),-3,-7,16,1,·,-4,·,0.0
Cc1ccc(S(=O)(=O)N(CC(=O)Nc2ccccc2-c2ccccc2)c2ccc(C)cc2C)cc1,30,-2,26,2,0.95,4,-6,1.8
CC(C)c1ccccc1NC(=O)c1cnccn1,-2,-1,12,-3,0.92,-2,-17,-0.2
Cc1ccc(-c2noc(CCC(=O)Nc3cccc(C(=O)NC4CC4)c3)n2)cc1,·,·,12,0,·,-4,·,0.4
Cc1ccc(NC(=O)Nc2ncccc2C)cc1,-7,-3,3,1,0.93,12,21,0.6
C=C(NC(=O)C(=C)NC(=O)c1csc(C2=NC3c4csc(n4)C4NC(=O)c5csc(n5)C(C(C)(O)C(C)O)NC(=O)C5CSC(=N5)/C(=C/C)NC(=O)C(C(C)O)NC(=O)c5csc(n5)C3(CC2)NC(=O)C(C)NC(=O)C(=C)NC(=O)C(=C)NC(=O)C(C(C)C)NC2C=Cc3c(C(C)O)cc(nc3C2O)C(=O)OC4C)n1)C(N)=O (configuration not stated),-22,8,-43,-34,·,38,·,-1.7

Additional records.
SMILES,ATG4B inh,GRIN3A LBD mod,SENP8 block,SENP1 FRET inh,hIAP activ,PfGluPho inh,SENP6 inh,MPTP block
Cc1ccc(NC(=O)c2cc(-c3ccco3)on2)cc1C,13,1,7,0,0.97,2,11,0.4
CC(C)CNC(=O)COC(=O)CCC(=O)c1cccs1,-4,2,0,4,1.2,-12,-14,1.2
COc1cc(NC(=O)c2c(-c3ccccc3Cl)noc2C)c2ncccc2c1,-9,-4,-22,0,1,19,-20,4.3
COc1ccc(CN2C(=O)C(CC(=O)NCc3cccs3)CC(C(=O)N(C(C)C)C(C)C)=C2C)cc1 (configuration not stated),·,·,16,1,·,1,·,-0.4
Cc1cc(C)cc(NC(=O)C2CCCCN2S(=O)(=O)c2ccccc2)c1 (configuration not stated),·,·,5,2,·,18,·,-0.3
CCOc1ccc2[nH]c(=O)c(C(c3nnnn3C3CCCCC3)N3CCN(C)CC3)cc2c1 (configuration not stated),-5,-2,-243,3,1.2,-7,6,-1.3
O=C1c2ccccc2CCC1C(O)c1ccccn1 (configuration not stated),10,0,4,0,0.96,-12,4,-0.8
CSc1ccc(S(=O)(=O)Nc2ccc(F)cc2)cc1,-16,-9,13,0,1.1,-18,14,1.4

(listing goes on)
SMILES,ATG4B inh,GRIN3A LBD mod,SENP8 block,SENP1 FRET inh,hIAP activ,PfGluPho inh,SENP6 inh,MPTP block
COc1ccc(N2CCN(CC(=O)Nc3ccc(SC(F)F)cc3)CC2)cc1,1,-3,13,2,1.1,6,4,3.8
CCC(NC(=O)COC(=O)C1CC2CCCC(C1)C2=O)c1ccc(Br)cc1 (configuration not stated),-2,3,4,2,0.96,3,-4,-1.4
Cc1cccc(OCC(=O)OCC(=O)Nc2sccc2C(N)=O)c1,-2,3,2,-22,1.2,4,-4,0.5
COc1ccccc1-n1cnc2cc(NCc3ccccn3)ccc21,1,0,-14,-42,1,4,6,-1.9
O=c1c2ccccc2nc2n1C1(CCCCC1)Cc1ccccc1-2,6,2,5,2,1.1,-7,-10,0.2
CC1=C(C)C(=O)N(C(C)CCc2ccccc2)C1=O (configuration not stated),5,-1,4,-1,0.84,8,9,0.0
Cc1cc(=O)oc2cc(OCC(=O)NCc3ccco3)ccc12,-12,1,-92,-1,1,5,-7,1.0
COc1cc(/C=C(/NC(=O)c2ccccc2)C(=O)Nc2ccccc2)c([N+](=O)[O-])cc1OC,-14,3,14,-1,1.1,-4,6,1.0

Some of these compounds in order of formula weight, rising:
SMILES,ATG4B inh,GRIN3A LBD mod,SENP8 block,SENP1 FRET inh,hIAP activ,PfGluPho inh,SENP6 inh,MPTP block
Cc1cc(=O)oc2cc(OCC(=O)NCc3ccco3)ccc12,-12,1,-92,-1,1,5,-7,1.0
O=c1c2ccccc2nc2n1C1(CCCCC1)Cc1ccccc1-2,6,2,5,2,1.1,-7,-10,0.2
COc1ccccc1-n1cnc2cc(NCc3ccccn3)ccc21,1,0,-14,-42,1,4,6,-1.9

The results go on.
SMILES,ATG4B inh,GRIN3A LBD mod,SENP8 block,SENP1 FRET inh,hIAP activ,PfGluPho inh,SENP6 inh,MPTP block
CC(=O)Nc1ccc(NC(=O)CC(NC(=O)c2ccccc2)c2ccccc2)cc1 (configuration not stated),3,0,6,0,0.94,-14,-5,0.7
O=C(CCCCCNC(=O)c1ccccc1)N/N=C/c1ccccc1,-10,-1,26,2,1.1,11,-12,0.6
O=C(/C=N/NC(=O)c1ccc(Cl)cc1Cl)c1ccccc1,-9,-25,33,2,1.2,19,41,8.6
C/C(=N\OCC(=O)N/N=C/c1ccc(C)cc1O)c1cccs1,-13,-9,-198,-11,1.4,-24,-17,8.4
Cc1cc(C)n(-c2ccc(N3CCOCC3)nn2)n1,-2,-2,12,-2,1.1,-22,-2,-4.2
[O-][n+]1cccc2c(Br)cc(Br)c(O)c21,-9,-2,-93,-20,1.1,52,81*,1.9
CN(CC(=O)Nc1ccccc1C(F)(F)F)C(=O)c1ccc2c(=O)n3c(nc2c1)CCC3,-7,1,-114,0,1,-1,-31,-0.9
CCc1ccc(CC2(O)CC(C)N(C)CC2C)cc1 (configuration not stated),6,-1,1,1,0.96,-12,-6,0.0

(list continues)
SMILES,ATG4B inh,GRIN3A LBD mod,SENP8 block,SENP1 FRET inh,hIAP activ,PfGluPho inh,SENP6 inh,MPTP block
CCOc1cc(C(=O)N(C)c2ccccc2)cc(OCC)c1OCC,-1,0,14,-2,0.97,1,18,-2.3
O=C(CN1CCN(Cc2ccccc2)CC1)c1c[nH]c2ccccc12,3,1,12,-6,0.99,1,-4,-0.1
CCc1nn2c(=O)cc(CSCC(=O)Nc3ccccc3Cl)nc2s1,2,-3,0,2,1.1,6,16,0.3
CCOc1cccc(N2C(=O)CC(N(CCc3ccc(OC)c(OC)c3)C(=O)CC)C2=O)c1 (configuration not stated),2,-3,17,0,1,-1,-12,-4.4
Cc1ccc(CNC(=O)CCCCn2c(=O)[nH]c3ccsc3c2=O)cc1,-6,-2,17,2,0.94,2,0,-1.6
COc1ccc(/C=C/C(=O)OCc2nc3ccccc3c(=O)[nH]2)c(OC)c1,-1,-1,-47,2,1.2,-2,5,2.6
COc1ccccc1C1CN(c2ccccc2)N=C1c1cccs1 (configuration not stated),-2,0,-235,-21,0.4,4,-16,3.8
CCOc1ccc(NC(=O)c2cc(SC)ccc2Cl)cc1,1,-1,5,1,0.97,10,0,0.8

Next compounds follow.
SMILES,ATG4B inh,GRIN3A LBD mod,SENP8 block,SENP1 FRET inh,hIAP activ,PfGluPho inh,SENP6 inh,MPTP block
Nc1ncnc(Nc2cccc(C(F)(F)F)c2)n1,6,2,15,0,1,1,-2,-1.2
CS(=O)(=O)c1ccc(C(=O)CN2C(=O)NC3(CCCc4ccccc43)C2=O)cc1 (configuration not stated),-4,0,-18,1,0.93,2,16,-0.1
Cc1cccc(C)c1NC(=O)CN(C)C(=O)c1cccc(S(=O)(=O)N2CCN(C)CC2)c1,-4,4,-8,1,0.98,2,-5,-1.9
CCCCC(Sc1nc(N)c(NC(=O)c2ccco2)c(=O)[nH]1)C(=O)O (configuration not stated),-9,2,-11,-11,1.2,-1,7,-1.4
COc1ccc(C(C)NC(=S)NC2CCCC2)cc1OC (configuration not stated),-4,3,0,-3,1,14,4,1.8
CN1CCN(S(=O)(=O)c2ccc(CNC(=O)c3ccccc3)s2)CC1,3,-1,24,2,0.98,2,-14,1.3
COc1ccc(-c2nc(NC(=O)c3cc(C(C)(C)C)nn3C)sc2C)cc1,-6,2,-55,-2,0.85,21,1,2.1
CCCCn1c(N)c(N(CC(C)C)C(=O)c2cnc(C)cn2)c(=O)[nH]c1=O,-6,0,-31,0,0.96,-1,5,-0.8

Next section:
SMILES,ATG4B inh,GRIN3A LBD mod,SENP8 block,SENP1 FRET inh,hIAP activ,PfGluPho inh,SENP6 inh,MPTP block
CCN1C(=O)c2ccc(C(=O)Nc3ccc(O)cc3C)cc2C1=O,-7,0,15,0,1.2,-15,4,0.4
C/C(=N\NC(=O)C1CCCC1)c1ccc(Cl)c(Cl)c1,-5,2,11,0,1.4,12,-7,1.1
O=c1[nH][nH]c(-c2ccccc2)c1-c1ccccc1,-11,-1,-92,0,·,-3,·,-1.6
CCCCSCc1ccc(C(=O)O)o1,-3,-1,13,0,1,-19,-18,-1.6
Cc1cc(C)c(NC(=O)Cn2c([N+](=O)[O-])cnc2C)c(C)c1,-6,1,27,2,0.99,-3,30,0.4
CC1CC(=O)Nc2ccccc2N1C(=O)CSc1ncnc2sccc12 (configuration not stated),-17,3,-43,-16,0.95,-3,1,1.1
O=S(=O)(c1ccc(F)cc1)N1CCCNCC1,-2,1,21,-1,0.94,-7,4,0.1

Rows were taken by chance; 6.7% or so of the library scored in one or more.
